Scp-1 inhibitor: inhibitors of human Scp-1 phosphatase. Q9GZU7. inhibition, % at 20 µM. Recombinant Scp1, phosphopeptide, malachite green phosphate absorbance. actives 0.88% (n = 340,000). AID 493091;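 active = inhibition above about 50% at 20 µM, limit read from the data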;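 also: plate controls were DMSO wells with enzyme for no effect and wells lacking enzyme for full effect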
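Test system: SCP-1 catalytic domain; Buffer or medium: Acidic Tris acetate buffer with magnesium and detergent; Also added: Phosphorylated 17-residue peptide substrate; Compound: single 20 µM dose, 1% DMSO; Schedule: enzyme reaction 45 min at room temperature, colour 5 min, stabilisation 30 min; Signal: Phosphate-binding colour reagent, absorbance read at 630 nm.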
CendR NRP1 mod: alters CendR peptide binding to human NRP-1; O14786; FAM-RPARPAR peptide binding to NRP-1, fluorescence polarization; inhibition, % at 25 µM; actives 0.85% (n = 360,000);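 active = inhibition or corrected inhibition above about 18%, plus a signal ratio from 0.5 to 1.5, limit read from the data, passing the limit was not always enough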; also: strong numbers were not always called active
NadD block: inhibitors of Staphylococcus aureus NadD; purified NadD enzyme, colorimetric absorbance read-out; inhibition, % at 20 µM; actives 0.78% (n = 360,000); AID 602399; in the data active = inhibition above about 26%; also: some compounds past the cut are filed as inactive
STEP inh: inhibitors of human striatal-enriched phosphatase STEP; P54829; actives 0.25% (n = 360,000); inhibition, % at 20 µM; AID 588621; recombinant STEP, OMFP fluorogenic substrate, fluorescence;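 active = inhibition at 20 µM, scaled per plate between control wells, above about 37%, limit read from the data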;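 also: 0% = DMSO with enzyme and substrate and 100% = substrate only without enzyme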
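Assay system: isolated STEP enzyme. Buffer or medium: pH 6.0 Bis-Tris with DTT and Tween 20. Also added: fluorogenic phosphatase substrate OMFP at 25 µM final. Dosing: 20 µM, 1% DMSO. Timing: 20 min reaction, room temperature, in the dark. Measured by: fluorescence intensity, excitation 480 nm, emission 540 nm. Evaluation: normalized % inhibition.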
LMPTP inh: blocks human LMPTP phosphatase; actives 0.22% (n = 360,000); inhibition, % at 20 µM; recombinant LMPTP-A, OMFP fluorogenic substrate, fluorescence intensity; AID 651560;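 active = compounds that cut the enzyme signal by at least half of the control window in the single-dose screen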;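 also: plate controls were DMSO wells with enzyme plus substrate for no effect and substrate without enzyme for full effect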
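Test system: LMPTP-A phosphatase enzyme. Amount: LMPTP-A at 0.625 nM final in the reaction. Reagent: OMFP substrate, 400 µM final. Times: 50 min at room temperature. Signal: endpoint fluorescence intensity from OMFP dephosphorylation. Read-out basis: % inhibition. Benchmarks: no-enzyme and uninhibited controls.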
DNMT1 block: inhibitors of human DNMT1. AID 588458. actives 0.83% (n = 360,000). DNMT1 molecular beacon, Hinp1I cleavage, fluorescence. inhibition (reported as % activation of signal), % at 10 µM; in the data active = inhibition above about 50%
Target sequence (P26358 504-1616 limits assumed): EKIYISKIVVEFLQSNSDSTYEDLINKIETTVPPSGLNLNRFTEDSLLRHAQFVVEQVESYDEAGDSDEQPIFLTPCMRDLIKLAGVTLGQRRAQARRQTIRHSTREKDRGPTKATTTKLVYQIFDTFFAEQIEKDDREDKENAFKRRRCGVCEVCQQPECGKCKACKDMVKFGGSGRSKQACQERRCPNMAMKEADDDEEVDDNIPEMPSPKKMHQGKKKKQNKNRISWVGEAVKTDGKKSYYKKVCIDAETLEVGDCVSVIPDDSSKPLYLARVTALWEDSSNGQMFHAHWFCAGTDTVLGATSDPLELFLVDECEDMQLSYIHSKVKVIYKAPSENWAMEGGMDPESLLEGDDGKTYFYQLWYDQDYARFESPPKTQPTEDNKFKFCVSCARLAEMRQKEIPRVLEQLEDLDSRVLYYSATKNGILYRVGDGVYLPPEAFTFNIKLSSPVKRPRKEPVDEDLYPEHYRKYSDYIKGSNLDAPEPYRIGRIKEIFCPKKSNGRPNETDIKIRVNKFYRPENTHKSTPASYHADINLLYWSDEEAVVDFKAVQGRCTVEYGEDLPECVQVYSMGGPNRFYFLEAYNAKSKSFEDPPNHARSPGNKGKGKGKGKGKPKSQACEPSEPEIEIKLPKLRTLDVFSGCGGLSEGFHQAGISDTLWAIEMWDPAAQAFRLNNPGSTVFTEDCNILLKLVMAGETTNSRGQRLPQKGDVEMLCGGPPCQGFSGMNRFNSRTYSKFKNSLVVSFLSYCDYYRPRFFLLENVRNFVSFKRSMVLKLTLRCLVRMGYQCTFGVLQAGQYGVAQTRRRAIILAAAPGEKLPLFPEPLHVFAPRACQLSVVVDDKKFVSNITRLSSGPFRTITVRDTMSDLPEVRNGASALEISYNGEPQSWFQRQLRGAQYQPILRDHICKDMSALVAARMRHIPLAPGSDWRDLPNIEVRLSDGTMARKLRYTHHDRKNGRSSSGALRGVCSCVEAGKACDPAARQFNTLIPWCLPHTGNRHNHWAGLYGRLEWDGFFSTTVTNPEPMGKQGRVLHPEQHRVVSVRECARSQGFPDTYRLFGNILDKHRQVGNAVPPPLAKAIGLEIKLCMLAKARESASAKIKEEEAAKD
MT1-MMP act inh: inhibitors of human MT1-MMP activation; HT1080 RFP-PRO-GFP cells, GFP/RFP ratio fluorescence, overnight; percent of plate control window, DMSO zero; GFP/RFP ratio change, % at 20 µM; actives 0.061% (n = 360,000);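 active = GFP/RFP ratio change of at least 30% with cell ATP level not reduced by more than half and red fluorescence within 50% of control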; also: strong numbers were not always called active
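Assay system: HT1080 RFP-PRO-GFP cells. Benchmarks: DMSO vehicle wells and RFP-L50D-GFP reporter cell wells. Times: overnight cell settling, then overnight compound exposure, 37 °C, 5% CO2. Compound: 20 µM single dose, 1% DMSO. Read-out basis: GFP/RFP fluorescence ratio.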
SUMO1-SIM PPI: alters human SUMO1 binding to SIM partners; actives 0.33% (n = 360,000); inhibition, % at 20 µM; SUMO1 binding to a labelled peptide, TR-FRET, 1 h; P63165; in the data active = inhibition above about 37%
Rpn11 block: blocks the human proteasome subunit Rpn11 | O00487 | human 26S proteasome, Ub4-pepOG fluorescence polarization; 20S core pre-blocked with epoxomicin | calls only at 20 µM | actives 0.59% (n = 360,000);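 active = inhibition at 20 µM, scaled to each plate's controls, above about 33%, limit read from the data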
SKN-1 inh: C. elegans SKN-1 inhibition; inhibition, % at 21.8 µM; AID 624304; C. elegans VP596 Pgst-4::GFP/RFP ratio, acrylamide-induced, 24 h; actives 0.49% (n = 360,000);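 active = interference check ratio from 0.5 to 1.5 plus GFP to RFP signal ratio inhibition reaching or exceeding a fixed threshold, cut at about 30% in these data, passing the limit was not always enough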; also: some compounds called inactive have numbers as strong as hits
An asterisk follows results filed as active; i = inactive; x = no result given; + = active, no number.

SMILES	Scp-1 inhibitor	CendR NRP1 mod	NadD block	STEP inh	LMPTP inh	DNMT1 block	MT1-MMP act inh	SUMO1-SIM PPI	Rpn11 block	SKN-1 inh
COc1ccccc1CN1C[C@@H]2C[C@@H](C3=Cc4cc(Cl)ccc4OC3)N3CCC[C@@]23C1=O	10.0	-6.9	6.8	0.4	2.7	-1.1	-1.8	-3.4	i	3.8
COc1ccc(C(=O)OCc2ccccc2C#N)cc1S(=O)(=O)N1CCOCC1	x	4.6	-5.4	1.0	-0.7	1.9	-4.3	-1.0	i	17.9
CCc1ccc(NC(=O)C2C3CCC(O3)C2C(=O)O)cc1 (stereo not given)	-2.0	-2.3	-4.5	0.7	-1.9	0.9	4.9	3.0	i	14.1
COC(=O)C1=C(C(=O)OC)[C@@H]2N(C)c3ccc(OC)cc3[C@@]23C[C@@H](C(=O)OC)N(C(=O)c2ccco2)C3=N1	-4.4	15.1	3.9	1.6	0.6	-3.0	-8.2	2.1	i	6.5
CNC(=S)N(CCc1c(C)[nH]c2ccc(C)cc12)Cc1ccc(OC)c(OC)c1	19.1	9.6	8.3	0.6	0.8	-24.4	-2.8	4.7	i	-11.5
O=C(CN1CCN(C(=O)c2cncn2-c2ccc(F)cc2)CC1)Nc1ccccc1C(F)(F)F	-4.8	2.6	4.5	1.3	-2.3	2.0	-1.1	-2.4	i	-0.3
CCc1noc(C)c1C(=O)N1CCN(S(=O)(=O)c2ccccc2C(F)(F)F)CC1	-11.5	-12.5	7.0	i	-10.2	-0.7	-2.6	-14.4	i	15.2
Cc1ccc(C)c(OCCC(=O)OCC(=O)NC2CCS(=O)(=O)C2)c1 (stereo not given)	-1.2	-5.3	-2.1	-2.3	-1.7	2.2	-2.7	2.7	i	15.3
CCC(C)NCCCOc1ccc(C)cc1OC (stereo not given)	-5.2	2.3	-6.2	0.7	-1.2	2.8	8.7	3.6	i	-4.8
COc1cc(OC)cc(-c2nc(-c3ccc(Br)cc3)no2)c1	-4.0	9.8	-4.0	-2.0	0.7	8.5	-8.5	-4.8	i	-1.0
O=C(CCNS(=O)(=O)c1cccs1)Nc1nccs1	0.5	2.5	2.3	-1.1	-1.1	-3.6	-2.1	0.2	i	-24.6
Cc1ccc(NC2C(=O)NC(=O)NC2=O)cc1	-5.0	9.8	-0.4	-0.4	4.6	8.1	0.5	3.7	i	-6.7
COc1ccc(NC(=O)C2=CC(c3cccs3)=NS(=O)(=O)N2C)cc1	-9.2	-3.2	-3.3	0.9	0.1	-6.9	-9.4	-30.2	i	-8.4
COc1cccc(C2CC(=O)Nc3cc4c(cc32)OCCO4)c1OC(C)C (stereo not given)	-7.4	0.9	-6.1	2.0	1.9	-0.4	5.4	9.0	i	7.0
Cc1ccc(S(=O)(=O)N2[C@@H](c3cccc(C)c3)C(C(=O)O)=C[C@H]2CC2CCCC2)cc1	4.1	-18.4	-1.2	-0.2	-0.6	0.8	1.5	7.1	i	-3.7
O=C(CSCCc1ccccn1)Nc1ccc(Br)cn1	-4.3	-10.2	-7.9	-3.1	-0.4	-0.4	1.4	-2.1	i	25.6
Cc1ccc(NC(=O)c2oc3ccccc3c2NC(=O)c2ccc3c(c2)OCO3)cc1	-21.3	9.9	8.6	-2.8	3.4	-1.0	9.2	0.3	i	16.2
COc1ccc(CNc2nccn3ccnc23)cc1	x	-4.7	5.8	1.6	0.1	-5.9	1.9	-4.7	i	-1.5
COc1cccc(NC(=O)COc2cc(O)c3c(c2)OC(C)(C)CC3=O)c1	1.4	-2.8	-6.4	1.4	-0.2	-0.8	0.0	0.8	i	5.5
CCC(/C=N/NC(=O)c1ccccc1F)CC	-4.4	3.5	-4.4	1.0	1.2	0.5	0.6	-3.7	i	-5.4
CC(=O)N1C2=CCCC3CCCCC23c2ccccc21 (stereo not given)	-1.8	-17.1	-3.1	1.8	2.0	-0.1	3.4	3.7	i	19.8
COc1ccc(N2Cc3cccc(C(=O)NC(C)CCc4ccco4)c3C2=O)cc1 (stereo not given)	79.1*	-14.3	6.0	2.2	11.6	76.7*	-4.1	5.0	i	7.7
CS(=O)(=O)N(CC(=O)N1CCOCC1)c1cc(Cl)ccc1Cl	-4.7	12.1	-1.6	-1.7	-2.5	1.1	0.9	0.1	i	4.3
O=C(O)c1ccccc1C(=O)NNc1ccc(F)cc1	-6.0	12.3	-4.1	0.3	0.1	-0.2	-7.8	-2.1	i	10.7
Cc1ccc(OCc2nnn(CC(=O)NS(=O)(=O)c3c(C)noc3C)c2-c2ccccc2)cc1	x	12.4	-3.7	2.9	-2.0	2.6	-2.2	7.4	i	1.4
COc1cccc(NS(=O)(=O)c2ccc(-n3cccn3)cc2)c1	-5.3	6.6	-3.5	1.1	0.8	-2.4	-1.0	6.5	i	2.4
Cc1cc(C)c(SSc2nnnn2-c2ccccc2)c(C)c1	x	3.3	6.6	-1.2	0.1	5.5	-1.5	5.5	i	1.2
NC(=O)C1CCN(C(=O)c2ccc(Cl)c(NC(=O)c3cccs3)c2)CC1	x	4.4	-0.9	1.8	-1.8	5.2	-1.7	-4.5	i	-4.4
CCOc1nc(-c2ccccc2)ccc1-c1noc(-c2cccnc2)n1	7.3	-9.0	-6.1	-1.3	-0.8	-7.1	6.1	-1.3	i	-1.0
COc1ccc(C(=O)Nc2cc(-c3ccccc3)nn2-c2ccccc2F)cc1	9.2	-6.9	-3.4	2.3	0.7	-1.4	-5.1	1.0	i	0.5
CCCCN(C)CCC(=O)Nc1ccc2c(c1)CCC2	-4.9	15.1	-4.3	-0.8	-0.2	1.1	-3.2	2.0	i	1.5
CC(C)CC(=O)N1CCN(C(=O)c2cccc(F)c2)CC1	-5.6	-7.6	-3.4	3.6	-1.1	0.4	-0.3	-2.8	i	-19.1
CC(NC(=O)COC(=O)CNC(=O)C1CCCCC1)c1ccccc1 (stereo not given)	-0.7	0.6	-8.4	-0.6	-0.4	1.8	3.0	-0.5	i	-11.2
CN(C(=O)C1CCC(=O)N(CCCN2CCCC2=O)C1)C(C1CC1)C1CC1 (stereo not given)	-8.2	8.2	9.3	-2.7	-0.2	-1.8	0.0	8.8	i	15.2
COc1ccc(OC)c(C2CC(=O)OC3=C2C(=O)CC(C)(C)C3)c1 (stereo not given)	0.6	7.6	-4.0	-2.3	-0.6	5.4	-5.5	5.5	i	-1.8
CCCCc1ccc(NC(=O)N[C@H](C(=O)O)C(C)CC)cc1 (stereo not given in full)	-14.9	-5.4	-5.0	-9.7	0.1	0.1	4.8	-3.9	i	-10.8

Reformatted bar-delimited: entries from further up.
Structure | Scp-1 inhibitor | CendR NRP1 mod | NadD block | STEP inh | LMPTP inh | DNMT1 block | MT1-MMP act inh | SUMO1-SIM PPI | Rpn11 block | SKN-1 inh
Cc1cc(C)c(SSc2nnnn2-c2ccccc2)c(C)c1 | x | 3.3 | 6.6 | -1.2 | 0.1 | 5.5 | -1.5 | 5.5 | i | 1.2
NC(=O)C1CCN(C(=O)c2ccc(Cl)c(NC(=O)c3cccs3)c2)CC1 | x | 4.4 | -0.9 | 1.8 | -1.8 | 5.2 | -1.7 | -4.5 | i | -4.4
CCOc1nc(-c2ccccc2)ccc1-c1noc(-c2cccnc2)n1 | 7.3 | -9.0 | -6.1 | -1.3 | -0.8 | -7.1 | 6.1 | -1.3 | i | -1.0
COc1ccc(C(=O)Nc2cc(-c3ccccc3)nn2-c2ccccc2F)cc1 | 9.2 | -6.9 | -3.4 | 2.3 | 0.7 | -1.4 | -5.1 | 1.0 | i | 0.5
CCCCN(C)CCC(=O)Nc1ccc2c(c1)CCC2 | -4.9 | 15.1 | -4.3 | -0.8 | -0.2 | 1.1 | -3.2 | 2.0 | i | 1.5
CC(C)CC(=O)N1CCN(C(=O)c2cccc(F)c2)CC1 | -5.6 | -7.6 | -3.4 | 3.6 | -1.1 | 0.4 | -0.3 | -2.8 | i | -19.1
CC(NC(=O)COC(=O)CNC(=O)C1CCCCC1)c1ccccc1 (stereo not given) | -0.7 | 0.6 | -8.4 | -0.6 | -0.4 | 1.8 | 3.0 | -0.5 | i | -11.2
CN(C(=O)C1CCC(=O)N(CCCN2CCCC2=O)C1)C(C1CC1)C1CC1 (stereo not given) | -8.2 | 8.2 | 9.3 | -2.7 | -0.2 | -1.8 | 0.0 | 8.8 | i | 15.2
COc1ccc(OC)c(C2CC(=O)OC3=C2C(=O)CC(C)(C)C3)c1 (stereo not given) | 0.6 | 7.6 | -4.0 | -2.3 | -0.6 | 5.4 | -5.5 | 5.5 | i | -1.8
CCCCc1ccc(NC(=O)N[C@H](C(=O)O)C(C)CC)cc1 (stereo not given in full) | -14.9 | -5.4 | -5.0 | -9.7 | 0.1 | 0.1 | 4.8 | -3.9 | i | -10.8

Other compounds
SMILES	Scp-1 inhibitor	CendR NRP1 mod	NadD block	STEP inh	LMPTP inh	DNMT1 block	MT1-MMP act inh	SUMO1-SIM PPI	Rpn11 block	SKN-1 inh
Cc1cc(C(=O)NCC(c2ccco2)N(C)C)no1 (stereo not given)	-8.4	-6.3	-2.5	-2.4	-2.3	-1.8	-4.2	0.1	i	-0.1
CC1CCN(CCNC(=O)C2CCN(S(=O)(=O)c3cccc4nsnc34)CC2)CC1	9.7	1.2	-2.7	-1.1	-0.1	3.2	-3.3	-39.7	i	6.2
O=C(CSc1nnc(-c2ccccc2)n1Cc1ccccc1)N1CCOCC1	-1.1	3.7	1.0	-0.2	-0.6	-2.4	5.0	-2.6	i	7.7
COc1ccc(CNS(=O)(=O)NCc2ccccc2F)cc1	-9.1	18.3	-7.7	-2.8	-1.6	0.8	4.1	-2.6	i	3.3
O=C(Nc1ccccc1C(=O)NCc1cccnc1)c1ccco1	-5.2	4.6	0.0	1.2	1.1	-0.7	-0.6	0.4	i	-5.4
CC(=O)c1c(N2CCCC2)[nH]c(-c2ccccc2)nc1=S	-1.4	2.3	4.7	-1.6	-0.1	4.7	-4.5	2.5	i	7.6
CCOC1=C/C(=C/c2c(N)n3nc(CC(=O)N4CCCCC4)sc3nc2=O)C=CC1=O	-3.8	-141.8	1.4	1.3	0.8	6.8	-20.2	-17.8	+	23.2
CC(=O)Nc1cc(S(=O)(=O)Nc2ccccc2)c(C)cc1C	-5.6	-16.7	5.1	-1.1	-0.1	-1.5	1.2	1.5	i	17.2
NC(=O)CSc1n[nH]c(=O)n1CCc1ccccc1	-4.5	-12.4	2.3	-2.4	-1.5	-1.0	-0.8	-0.5	i	-4.4
